IL2 activator: IL-2 activation; IL-2 activation reporter assay, cell-based qHTS; stimulated with anti-CD3/CD4/CD28 beads; in transgenic mouse T cells; activation, % (series mostly up to about 46 µM); 360,000 tested, 0.065% active; in the data active means activation above about 50%; inconclusive means mostly about 30% to 49%; further: 0% is about no effect
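Screening format: compound pinned onto unstimulated transgenic mouse T cells, 60 min incubation, then anti-CD3/anti-CD4/anti-CD28 bead stimulation for 18 hours at 37 degrees C, followed by EGFP and DsRed detection.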
EPAC1 agonist: EPAC1 (human) agonism. Potency, µM (doses to about 154 µM), inactives show at the highest dose activation, actives largely listed as activators. 360,000 tested, 0.073% active. O95398. EPAC1 agonist qHTS, biochemical assay; response scale: 100% = response to 6.5 mM cAMP; further: potency means the concentration at half of the fitted maximal effect; nearly all actives have a fitted effect of over 60% in size
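Normalized to 6.5 mM cAMP, activity reflects EPAC1-catalysed release of BODIPY-GDP from Rap1B, followed kinetically over 30 min at 480 nm excitation, 540 nm emission. Reaction contained 100 nM EPAC1, 250 nM Rap1B-BODIPY-GDP, 50 uM GDP.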
GLP-1R agonist: activates the human GLP-1 receptor. Potency, µM (top dose mostly 45.6 µM), for inactives: at the top dose activation, hits mostly activators. 380,000 tested, 0.007% active. HEK293 GLP-1R CRE-luciferase, luminescence, 4-6 h; cells express a hypersensitive GLP-1R form. P43220; further: potency means the concentration at half of the fitted maximal effect; % of control where 0% means no effect
Target sequence (P43220 whole entry, looked up): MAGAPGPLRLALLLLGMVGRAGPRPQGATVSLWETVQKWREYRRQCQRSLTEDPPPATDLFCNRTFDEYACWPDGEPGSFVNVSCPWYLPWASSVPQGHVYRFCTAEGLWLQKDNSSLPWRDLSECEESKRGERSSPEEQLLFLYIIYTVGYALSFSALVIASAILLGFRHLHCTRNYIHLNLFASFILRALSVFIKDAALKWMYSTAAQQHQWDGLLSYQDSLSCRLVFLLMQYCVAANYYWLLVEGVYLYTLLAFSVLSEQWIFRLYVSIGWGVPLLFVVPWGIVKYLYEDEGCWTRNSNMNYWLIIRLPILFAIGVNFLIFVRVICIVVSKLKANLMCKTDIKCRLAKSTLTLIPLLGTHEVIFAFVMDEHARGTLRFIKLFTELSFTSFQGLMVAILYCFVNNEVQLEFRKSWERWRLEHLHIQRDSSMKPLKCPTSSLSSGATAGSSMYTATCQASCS
PLK1 PBD block: PLK1 (human) polo-box domain binding inhibition; Potency, µM, without a hit: max response, negative = inhibition, hits mostly inhibitors; P53350; 360,000 tested, 2.8% active; Plk1 PBD binding of FITC phosphopeptide, fluorescence polarization; further: potency means the concentration at half of the fitted maximal effect; series mostly up to about 57 µM; on the % scale 0 is the no-effect control and ±100 the full control effect; nearly all actives have a fitted effect of over 65% in size
PI5P4K alpha inh: inhibitors of human PI5P4K alpha. P48426. PI5P4Kalpha enzyme, ADP-Glo luminescence, 60 min; hits give low values. max response, %. 330,000 tested, 1.2% active; active means max response of -50% or lower; inconclusive means between -30% and -50%; inactive means -30% or higher; further: value at the top dose of about 77 µM; on the % scale 0 is the no-effect control and ±100 the full control effect
Target sequence (P48426 whole entry, looked up): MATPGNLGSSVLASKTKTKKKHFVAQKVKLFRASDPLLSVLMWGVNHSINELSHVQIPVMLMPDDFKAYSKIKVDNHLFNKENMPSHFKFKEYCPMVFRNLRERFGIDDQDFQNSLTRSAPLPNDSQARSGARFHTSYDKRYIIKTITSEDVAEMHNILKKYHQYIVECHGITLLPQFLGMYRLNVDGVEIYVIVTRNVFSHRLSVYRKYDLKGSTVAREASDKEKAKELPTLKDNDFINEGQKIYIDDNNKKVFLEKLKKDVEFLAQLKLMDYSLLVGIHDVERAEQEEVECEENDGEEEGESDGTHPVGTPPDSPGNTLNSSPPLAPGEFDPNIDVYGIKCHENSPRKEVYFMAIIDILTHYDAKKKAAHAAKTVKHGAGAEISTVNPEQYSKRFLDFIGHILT
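Luminescence from ADP-Glo served as readout of PI5P4Kalpha activity in a qHTS format. Reaction: enzyme, substrate, compound, ATP at 5 microM final, 60 min at RT.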
GLP-1R inv ag: acts as inverse agonist at human GLP-1 receptor; HEK293 GLP-1R CRE-luciferase, luminescence, 24 h; GLP-1R form is constitutively active; P43220; Potency, µM (titrated, usually from 38.3 µM), inactives show top-dose activity change, negative = inhibition, usual class: inhibitors; 410,000 tested, 1.6% active; AID 624417; further: potency means the concentration at half of the fitted maximal effect; on the % scale 0 is the no-effect control and ±100 the full control effect; nearly all actives have a fitted effect of over 55% in size
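HEK293 cells stably co-expressing a cAMP-responsive luciferase reporter and constitutively active GLP-1R were seeded, incubated 12 h, then exposed to compounds for 24 h at 37 C. Luminescence was read 12 min after detection reagent; inverse agonists lower signal.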
PTHR1 agonist: activates the human parathyroid hormone receptor PTHR1. Potency, µM (series often up to 115 µM), for inactives: at the top dose activation, usual class: activators. 410,000 tested, 0.075% active. HEK293 GP2 PTHR1 cells, GloSensor cAMP luminescence, 1 h. Q03431; further: potency means the concentration at half of the fitted maximal effect; nearly all actives have a fitted effect of over 55% in size; some results filed as inactive show a strong effect at the top dose; inactives centre near -15; many of its hits are not listed in these tables
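HEK-293-derived GP2 cells expressing PTHR1 and a GloSensor cAMP reporter, 3,000/well, plated overnight, given luciferin plus IBMX (each 0.5 mM as added) for 1 h at 37 °C, then compound for 1 h at 37 °C. Luminescence was read after 15 min at room temperature.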
GLP1R cytotox: cytotoxicity counter-screen for GLP-1 receptor inverse agonists. 410,000 tested, 0.13% active. Potency, µM (series often up to 38.3 µM), inactives show top-dose activity change, negative = inhibition, most hits filed as inhibitors. HEK293 cAMP-luciferase reporter cells, luminescence, 24 h;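 further: loss of luciferase light is scored as toxicity; potency means the concentration at half of the fitted maximal effect; on the % scale 0 is the no-effect control and ±100 the full control effect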
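A 23 nL compound transfer followed 12 hours of cell culture at 37 deg C; exposure then lasted 24 hr. Luciferase assay detection reagent was dispensed and plates read for luminescence after a 12 min room-temperature wait.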
EPAC1 antag: blocks human EPAC1 exchange factor. 360,000 tested, 0.14% active. O95398. Potency, µM (titrated, usually from 115 µM), for the others: at the top dose activity change, negative = inhibition, usual class: inhibitors. AID 720709. EPAC1 GEF assay, Rap1b-BODIPY-GDP exchange fluorescence;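 further: potency means the concentration at half of the fitted maximal effect; plate controls were vehicle for no effect and positive control for full effect; nearly all actives have a fitted effect of over 50% in size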
* = called active by the depositor; i = inactive; ? = inconclusive; . = not tested or not shown; & = joins results of further samples; [ ] = another dose, or the depositor's remark. Unless noted, the call rests on the fitted dose curve; in most records, active means well fitted curve in the direction sought with a large enough effect; inconclusive means small, poorly fitted or top-dose-only effect, or another doubt; inactive means no such curve, though single readings can be large; an effect the other way counts as inactive or inconclusive. An excerpt; count on the stated rates, not on these rows.

SMILES	IL2 activator	EPAC1 agonist	GLP-1R agonist	PLK1 PBD block	PI5P4K alpha inh	GLP-1R inv ag	PTHR1 agonist	GLP1R cytotox	EPAC1 antag
Cc1ccc(S(=O)(=O)N2CCN(C(=O)Cc3ccc(S(=O)(=O)N4CCOCC4)s3)CC2)cc1	-0.5	5%	3%	-5%	-3	?	-26%	3%	2%
Cc1cc(C)nc(SCC(=O)NNC(=O)c2cccs2)n1	-1.5	-18%	-3%	-7%	-1	16%	?	-1%	17%
COc1cc(NC(=O)c2ccc(C)cc2C)ccc1NC(=O)c1cc2ccccc2o1	0.1	16%	3%	-14%	-3	10%	-5%	0%	4%
COc1ccc(S(=O)(=O)N2CCOCC2)cc1N=Nc1sc(N)nc1-c1ccccc1	-2.7	7%	9%	-19%	-9	21%	i	7%	-1%
Cc1ccnc(NS(=O)(=O)c2ccc(NS(=O)(=O)c3cc(Cl)ccc3Cl)cc2)n1	0.0	8%	-3%	-19%	1	-26%	?	3%	?
COC(=O)c1ccccc1NC(=O)CSc1nc2ccsc2c(=O)n1CCCCC(=O)O	-0.8	5%	7%	-13%	5	29%	-7%	6%	-2%
COc1cccc(-c2nc(N3CCCCC3)c3ccccc3n2)c1O	-2.9	9%	1%	-7%	3	7%	-24%	3%	-8%
CN=C1S/C(=C\c2ccc(SC)cc2)C(=O)N1C	-0.1	3%	14%	-5%	-22	84%[activator]	-31%[inhibitor]	-6%	7%
CCSC1=NN2CCS(=O)(=O)N=C2S1	-0.6	0%	0%	-1%	-7	4%	i	-8%	-22%
CCN(CC)C(=O)CSc1nnc(-c2ccco2)n1N	0.7	3%	-5%	-4%	2	-6%	i	15%	-2%
O=C(Nc1ccc(Cl)cn1)c1ccc2[nH]c(=O)c(=O)[nH]c2c1	2.8	-3%	0%	-4%	-14	-6%	i	3%	-2%
COc1ccc(CNC(=O)COC(=O)C2CC2C)cc1OC (stereo not drawn)	-0.5	10%	-3%	0%	0	0%	-12%	9%	4%
Cn1cnc([N+](=O)[O-])c1Sc1n[nH]c(N)n1	2.4	-17%	-5%	0%	1	4%	-7%	6%	-9%
COc1cc(Cl)c(C)cc1NC(=O)c1ccc2c(SCC(=O)O)c3c(nc2c1)CCCC3	1.0	-10%	0%	42µM*	-19	25%&21%	14%	11%&3%	-6%
COc1ccc(NC(=O)CN(C)CC(=O)Nc2ccc(Cl)cc2F)cc1	-2.0	-2%	11%	2%	4	?	i	-15%	-21%
Cc1nc(-c2ccccc2Cl)sc1C(=O)/C=C/N(C)C	4.0	0%	6%	-3%	1	1%	-15%	6%	-18%
CCN1CCN(C(=O)C(C)Nc2ccc(OC)cc2OC)CC1 (stereo not drawn)	7.7	2%	0%	10%	0	12%	-1%	-20%	-14%
CC(C)(C)c1cc(C(=O)NNS(=O)(=O)c2ccccc2)n[nH]1	1.2	0%	4%	3%	-7	-1%	-34%	-1%	2%
C(=C\c1ccco1)/C1=NN(c2ccccc2)C(c2ccco2)C1 (stereo not drawn)	0.4	17%	-13%	1%	-10	-2%	-2%	.	-14%
Cc1ccc(NC2=NC(C(=O)Nc3ccc(C)c(C)c3)CC(=O)N2)cc1 (stereo not drawn)	0.0	-1%	-2%	-3%	1	1%	i	-5%	-3%
Cc1ccc(NC(=O)c2cccs2)cc1S(=O)(=O)Nc1cccc(Cl)c1	-0.4	-3%	-4%	-16%	-8	?	-15%	1%	?
Cc1ccc(N2C(=O)C3C(C(=O)c4ccccc4)=NN(c4ccccc4)C3C2=O)cc1 (stereo not drawn)	-0.8	9%	0%	-22%	5	1%	-22%	11%[1.53 µM]	5%
CC[C@]12c3[nH]c4ccccc4c3CCN1C(=O)C(CC(=O)NCCN1CCOCC1)C[C@@H]2C(=O)N1CCN(C(=O)c2ccco2)CC1 (stereo partly drawn)	0.2	-9%	-5%	5%	7	14%	i	4%	-15%
COc1ccccc1-n1c(SCC(=O)Nc2nnc(C)s2)nc2c(c1=O)SCC2	2.7	-1%	-3%	-4%	.	-4%	-8%[57.5 µM]	-10%	4%

Copied from the list.
Under GLP-1R agonist, COc1ccc(NC(=O)CN(C)CC(=O)Nc2ccc(Cl)cc2F)cc1 reads 11%
Under GLP1R cytotox, Cc1ccc(N2C(=O)C3C(C(=O)c4ccccc4)=NN(c4ccccc4)C3C2=O)cc1 (stereo not drawn) reads 11%[1.53 µM]
Under IL2 activator, Cc1nc(-c2ccccc2Cl)sc1C(=O)/C=C/N(C)C reads 4.0
Under IL2 activator, CN=C1S/C(=C\c2ccc(SC)cc2)C(=O)N1C reads -0.1

Following part:
SMILES	IL2 activator	EPAC1 agonist	GLP-1R agonist	PLK1 PBD block	PI5P4K alpha inh	GLP-1R inv ag	PTHR1 agonist	GLP1R cytotox	EPAC1 antag
CC(=O)c1ccc(Oc2ncnc(N)c2[N+](=O)[O-])cc1	0.3	-2%	6%	-6%	0	0%	-20%	-10%	-15%
CCOc1ccc(C(=O)OCC(=O)NCc2ccccc2)cc1OCC	-0.5	-7%	1%	2%	3	21%	-11%	5%	-16%
COC(=O)C1=CN(Cc2ccc(OC)c(OC)c2)C=C(C(=O)OC)C1c1ccccc1F	-0.5	7%	22%	-6%	4	49%[activator]	-19%	199%[activator]	-13%
O=C(NCCc1c[nH]c2ccccc12)C1CCN(S(=O)(=O)c2ccc(F)cc2)CC1	-0.2	-4%	0%	-2%	-1	?	-15%	1%	12%
Cc1ccc(-c2ccc(=O)n(Cc3ccc(F)cc3)n2)cc1	-1.6	-2%	3%	1%	14	?	-6%	-5%&-6%	9%
C=CCn1c(SCC(=O)N(C)C)nc2sc3c(c2c1=O)CCC3	0.0	-2%	11%	2%	2	11%	-13%	2%	-8%
COc1ccccc1NC(=O)C/C(C)=N/NC(=O)COc1c(Br)cc(Br)cc1OC	-3.6	2%	6%	-8%	1	-24%	i	19%	-3%
O=C(CCNS(=O)(=O)c1ccccc1F)NCc1ccc2c(c1)OCO2	-1.9	-8%	2%	0%	2	-10%	-1%[57.5 µM]	-11%	8%
CCCCN(CCCC)Cc1cc2ccccc2c2c1COC2	0.0	-13%	-42%[inhibitor]	2%	32	?	i	-13%	6%
COc1ccc(C)cc1Nc1n[n+](-c2ccccc2)c(-c2cc([N+](=O)[O-])cc(OC)c2O)s1	180*	-8%	7%	8%	-24	-3%	i	7%	9%
Cc1nc(COC(=O)c2ccc(CO)cc2)cs1	-3.2	10%	2%	-9%	-1	0%	-34%[inhibitor][57.5 µM]	-12%	2%
O=C(/C=C/c1ccco1)Nc1ccc(Cl)c(S(=O)(=O)N2CCOCC2)c1	-0.8	-1%	13%	-17%	0	-7%	-43%[inhibitor]	2%	1%
Cc1csc(=NC(=O)c2ccccc2)n1CCO	-2.2	0%	-8%	-7%	0	21%	-8%	-10%	-10%
CC1CC(OCC(O)CN2CCCCC2C)CC(C)(C)C1 (stereo not drawn)	-3.4	0%	-5%	-10%	1	?	-22%	-5%	-23%
Oc1ccccc1C=NN=C1c2ccccc2-c2ccccc21	0.0	11%	14%	1%	30	-8%	-49%[inhibitor]	-2%	-11%
CCOCCn1ccc2c(OCC(=O)Nc3cc(OC)ccc3OC)cccc2c1=O	-0.8	8%	2%	-3%	2	38%[activator]	-10%	10%	10%
Cc1ccc(C(=O)CNc2ccc(Cl)cc2)cc1	-1.4	-2%	5%	-12%	-3	20%	-41%[inhibitor]	7%	-9%
CC1CCN(c2ccc(NC(=O)c3ccc([N+](=O)[O-])o3)cc2)CC1	-1.7	-4%	-1%	-3%	9	-2%	-38%[inhibitor]	?	9%
Cc1ccc(NC(=O)COC(=O)c2ccc(S(=O)(=O)NCc3ccco3)cc2)cc1	1.4	13%	1%	-6%	-3	-7%	i	-6%	0%

Whole records from above. Order of screens: IL2 activator	EPAC1 agonist	GLP-1R agonist	PLK1 PBD block	PI5P4K alpha inh	GLP-1R inv ag	PTHR1 agonist	GLP1R cytotox	EPAC1 antag
CC1CCN(c2ccc(NC(=O)c3ccc([N+](=O)[O-])o3)cc2)CC1 as listed: -1.7	-4%	-1%	-3%	9	-2%	-38%[inhibitor]	?	9%
Cc1ccc(NC(=O)COC(=O)c2ccc(S(=O)(=O)NCc3ccco3)cc2)cc1 as listed: 1.4	13%	1%	-6%	-3	-7%	i	-6%	0%

Random excerpt: seven compounds from above, in no set order.
SMILES	IL2 activator	EPAC1 agonist	GLP-1R agonist	PLK1 PBD block	PI5P4K alpha inh	GLP-1R inv ag	PTHR1 agonist	GLP1R cytotox	EPAC1 antag
COc1ccccc1NC(=O)C/C(C)=N/NC(=O)COc1c(Br)cc(Br)cc1OC	-3.6	2%	6%	-8%	1	-24%	i	19%	-3%
COC(=O)c1ccccc1NC(=O)CSc1nc2ccsc2c(=O)n1CCCCC(=O)O	-0.8	5%	7%	-13%	5	29%	-7%	6%	-2%
CC(C)(C)c1cc(C(=O)NNS(=O)(=O)c2ccccc2)n[nH]1	1.2	0%	4%	3%	-7	-1%	-34%	-1%	2%
Cc1ccc(-c2ccc(=O)n(Cc3ccc(F)cc3)n2)cc1	-1.6	-2%	3%	1%	14	?	-6%	-5%&-6%	9%
O=C(Nc1ccc(Cl)cn1)c1ccc2[nH]c(=O)c(=O)[nH]c2c1	2.8	-3%	0%	-4%	-14	-6%	i	3%	-2%
O=C(CCNS(=O)(=O)c1ccccc1F)NCc1ccc2c(c1)OCO2	-1.9	-8%	2%	0%	2	-10%	-1%[57.5 µM]	-11%	8%
CC1CC(OCC(O)CN2CCCCC2C)CC(C)(C)C1 (stereo not drawn)	-3.4	0%	-5%	-10%	1	?	-22%	-5%	-23%

Assay outcomes from PubChem BioAssay.
